High-throughput results: PubChem, several laboratories
LRH-1 inv ag – inverse agonists of human LRH-1 (NR5A2); inhibition, % at 3.6 µM; HEK293T StAR-luciferase reporter, LRH-1 transfected, 24 h; actives 0.13% (n = 360,000); AID 602396; O00482;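 active = inhibition above the mean inhibition of all tested compounds plus 3 SD, cut at about 73% in these data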;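 also: 0% = DMSO wells and 100% = reporter-only cells lacking LRH-1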
Target sequence (O00482 whole entry, looked up): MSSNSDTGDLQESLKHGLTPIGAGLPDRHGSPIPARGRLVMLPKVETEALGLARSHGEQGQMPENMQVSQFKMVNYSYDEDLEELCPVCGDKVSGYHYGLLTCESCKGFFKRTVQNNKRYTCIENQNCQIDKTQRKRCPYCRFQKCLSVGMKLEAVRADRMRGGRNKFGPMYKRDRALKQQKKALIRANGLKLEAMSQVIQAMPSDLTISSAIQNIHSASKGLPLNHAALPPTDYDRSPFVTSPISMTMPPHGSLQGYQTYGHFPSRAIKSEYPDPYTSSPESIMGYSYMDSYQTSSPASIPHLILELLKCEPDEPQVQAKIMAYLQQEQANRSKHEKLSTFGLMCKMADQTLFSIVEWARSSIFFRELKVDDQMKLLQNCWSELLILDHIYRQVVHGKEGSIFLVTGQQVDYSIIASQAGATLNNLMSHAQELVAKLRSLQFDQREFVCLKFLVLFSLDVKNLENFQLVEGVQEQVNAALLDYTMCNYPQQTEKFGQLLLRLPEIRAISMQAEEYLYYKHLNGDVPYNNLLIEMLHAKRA
Shn3 3UTR inh – inhibitors of Schnurri-3 3'UTR reporter in osteoblasts | Clone20 osteoblast Shn3 3'UTR firefly luciferase, 24 h | inhibition, % at 12.5 µM | actives 0.52% (n = 360,000) | AID 588674;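 active = mean inhibition of at least 75% with every replicate also reaching 75%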;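 also: 0% = median of neutral control wells and 100% = pilot-screen positive control compound; some compounds past the cut are filed as inactive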
EBV LMP1 NFkB – Epstein-Barr LMP1 NF-kappaB reporter inhibition. LMP1-induced NF-kappaB luciferase reporter cells, luminescence. inhibition, % at 12.5 µM. actives 0.69% (n = 350,000). AID 504558; in the data active = inhibition above about 41%;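 also: 0% = neutral control wells and 100% = reference inhibitor control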
KKLEB tox – reduces viability of KKLEB cystic fibrosis airway cells; KKLEB CF airway cells viability, ATPlite luminescence, overnight; active compounds read low; cells stimulated with P. aeruginosa culture filtrate; activity change (cytotoxicity), % at 5 µM; actives 0.36% (n = 360,000);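 active = corrected activity change at or below -50% at 5 µM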
TWEAK-Fn14 inh – TWEAK-Fn14 signaling inhibition; TWEAK-stimulated Fn14 reporter cells, luciferase luminescence, 8 h; inhibition, % at 10 µM; actives 2% (n = 360,000); AID 1159606; in the data active = inhibition above about 50%
TRAIL sens C8 – caspase-8 TRAIL sensitization | NB7+C8 cells + TRAIL, ATPlite viability luminescence | inhibition (viability loss, TRAIL sensitization), % at 10 µM | actives 1% (n = 360,000) | AID 624354;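 active = compounds causing at least 50% loss of cell viability in the single-dose screen, relative to plate controls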
CF NFkB inh – cystic fibrosis NF-kB activation inhibition; KKLEB NF-kB-GFP reporter, PAF-induced, GFP fluorescence overnight; inhibition, % at 5 µM; actives 0.86% (n = 360,000); AID 588850;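 active = at least 50% inhibition at 5 µM, scaled per plate between neutral and stimulator controls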;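 also: PAF is a Pseudomonas aeruginosa culture filtrate used as stimulus; plate controls were PAF-stimulated DMSO wells for no effect and unstimulated DMSO wells for full effect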
NR2F2 inh – blocks human COUP-TFII nuclear receptor; actives 0.7% (n = 370,000); AID 686940; HEK293T NGFI-A luciferase reporter, luminescence; inhibition, % at 8.6 µM;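 active = inhibition above a per-plate cutoff, mean inhibition of test wells between control levels plus 3 SD, cut at about 38% in these data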;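 also: cells cotransfected with COUP-TFII expression vector driving the NGFI-A reporter; 0% = median of COUP-TF2 test wells and 100% = reporter-only cells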
Target sequence (P24468 whole entry, looked up): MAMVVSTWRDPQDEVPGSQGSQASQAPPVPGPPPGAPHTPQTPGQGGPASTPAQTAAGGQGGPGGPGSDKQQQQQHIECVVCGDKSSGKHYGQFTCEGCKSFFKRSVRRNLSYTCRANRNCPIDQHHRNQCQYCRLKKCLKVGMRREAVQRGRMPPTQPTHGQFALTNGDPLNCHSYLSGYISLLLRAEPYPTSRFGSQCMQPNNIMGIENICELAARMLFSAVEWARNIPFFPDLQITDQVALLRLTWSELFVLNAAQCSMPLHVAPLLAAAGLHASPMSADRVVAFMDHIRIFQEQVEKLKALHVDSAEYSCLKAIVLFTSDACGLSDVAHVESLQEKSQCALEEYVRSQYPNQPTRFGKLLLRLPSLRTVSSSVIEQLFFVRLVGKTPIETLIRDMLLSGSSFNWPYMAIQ
SRC1 inh – inhibitors of human steroid receptor coactivator 1 (SRC1). Q15788. HEK293 GAL4-SRC1 luciferase reporter, luminescence. inhibition, % at 3.6 µM. actives 0.12% (n = 360,000);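 active = inhibition above the campaign mean plus 3 SD, with each screening campaign given its own cutoff, cut at about 60% in these data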;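 also: 0% = DMSO treated cells and 100% = gossypol at 36 µM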
NCOA3 inh – human NCOA3 inhibition | actives 0.17% (n = 360,000) | inhibition, % at 3.6 µM | AID 588352 | Q9Y6Q9 | HEK293 GAL4-SRC3 luciferase reporter, luminescence;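 active = inhibition above a per-campaign cutoff, the mean of all compounds plus 3 SD, cut at about 60% in these data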;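 also: 0% = DMSO-treated cells and 100% = gossypol-treated cells at 36 µM; higher means less SRC3-driven luciferase light from the GAL4 reporter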
TROY signal inh – TROY signaling inhibition; Q293 LMP1-TROYcd NF-kB luciferase reporter, 4 h; inhibition, % at 10 µM; actives 0.98% (n = 360,000);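 active = compounds whose plate-normalised and pattern-corrected inhibition of the luciferase reporter signal at the single screening dose is 50% or more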
Active calls of the source: *; . = not tested or not shown. Some of the compounds tested (hit frequency here may not be typical).

SMILES	LRH-1 inv ag	Shn3 3UTR inh	EBV LMP1 NFkB	KKLEB tox	TWEAK-Fn14 inh	TRAIL sens C8	CF NFkB inh	NR2F2 inh	SRC1 inh	NCOA3 inh	TROY signal inh
CCOC(=O)Cn1c2c(c(=N)c3c1CCC3)CCC2	-14	-29	-2	5	8	2	-5	-2	2	-1	21
O=C(NNC(=O)c1cc(-c2ccccc2)n(-c2ccccc2)n1)c1cccc([N+](=O)[O-])c1	8	2	-1	-10	-3	4	-6	-2	-32	-8	-23
CCCNC(=O)c1ccc(N2CCC3(CC2)CC(c2ccccc2)=NO3)c(NC(=O)Cc2ccc(F)cc2)c1	-5	7	-4	-5	-67	23	2	10	-11	16	-24
CC(C)CNC(=O)NC(=O)COC(=O)c1ccccc1Sc1ccc(C(F)(F)F)cc1[N+](=O)[O-]	6	37	10	10	57*	12	-12	-19	1	3	31
CCOC(=O)C1CCN(C(=O)C2CCN(c3nnc(-n4cccc4)s3)CC2)CC1	13	-2	2	4	-5	17	-10	8	-5	9	-15
CCOC(=O)c1sc(NC(=O)c2cccc(S(=O)(=O)N3c4ccccc4CC3C)c2)cc1C (stereo not drawn)	-7	32	-17	-7	-46	17	-1	6	2	-1	1
Cc1ccc2[nH]c(=O)c(CN(CCc3ccccc3)Cc3nnnn3CC3CCCO3)cc2c1 (stereo not drawn)	-1	-14	-2	5	11	9	-3	-12	-9	9	-10
CCN(C(=O)CN1C(=O)NC2(CCC(C)CC2)C1=O)C1CCCCC1 (stereo not drawn)	10	3	9	5	0	-22	-1	14	-1	14	3
CCCC(=O)NC(=S)N1CCN(c2ccc([N+](=O)[O-])cc2)CC1	18	9	-2	-2	4	-4	-13	4	-12	25	12
CN1CCc2c(sc(NC(=O)C3CCCCC3)c2C(N)=O)C1	-21	-24	-6	-8	1	21	20	-5	-16	-32	-16
COc1cccc(-c2[nH]nc3c2C(c2ccsc2)C(C#N)=C(N)O3)c1 (stereo not drawn)	5	6	-4	8	-8	-21	-28	9	-8	-16	-51
Cc1cc(C)n2nc(SCCOc3ccccc3F)nc2n1	-45	-26	-8	-6	-14	-12	10	-12	-14	-29	-58
CC1CCCCC12NC(=O)N(CC(=O)OCc1ccc(Br)cc1)C2=O (stereo not drawn)	11	7	1	11	-24	0	-10	-21	-9	12	-11
O=C(NCc1ccco1)c1nn2c(C(F)(F)F)cc(-c3cccs3)nc2c1Cl	-23	4	-1	-3	-6	-24	6	1	7	-25	2
COc1ccccc1NC(=O)c1cc(S(=O)(=O)N2CCC3(CC2)OCCO3)ccc1F	-17	2	-3	-4	-6	4	4	.	-2	10	5
O=C(c1coc(=O)c(Br)c1)N1CCOCC1	-5	-8	-5	-3	-14	-7	2	-1	-26	7	18
Cc1cccc(C)c1NC(=O)CNC(=O)c1c(C)nn(-c2ccccc2)c1C	19	-3	16	5	-5	17	-38	9	-20	-13	1
COC(=O)c1ccc(N2CCN(CC(=O)c3ccc(C)cc3)CC2)c([N+](=O)[O-])c1	28	-4	0	-13	-5	13	6	-20	-11	11	-23
CCOC(=O)C1CCN(S(=O)(=O)NC[C@H]2O[C@@H](n3cnc4c(N)ncnc43)[C@H](O)[C@@H]2O)C1 (stereo partly drawn)	2	6	-5	3	12	-11	5	-6	2	0	3
COc1ccc(-n2c(C)c(C(=O)O)c3cc(OC)c4ccccc4c32)cc1	-6	7	2	7	22	8	23	-18	-13	0	11
Clc1ccc2c(c1)Nc1ccccc1CC2	1	-11	-11	2	-40	-1	-8	-16	-14	-4	-30
CN(CC(=O)N1CCN(c2ccccn2)CC1)S(=O)(=O)c1ccc(Cl)cc1	-36	-11	-5	-4	-9	0	6	-5	6	-33	-2
Cc1ccc2cc3c(=O)n(C)cc(C=O)c3nc2c1	13	-21	-10	7	-14	-19	-16	8	-2	-7	-11
O=C(COC(=O)CCCC1=NS(=O)(=O)c2ccccc2N1)Nc1ccc(Br)cc1	14	2	-4	19	7	-12	31	1	-9	19	-11

Ordered by length of the SMILES (falling): some entries from above
SMILES	LRH-1 inv ag	Shn3 3UTR inh	EBV LMP1 NFkB	KKLEB tox	TWEAK-Fn14 inh	TRAIL sens C8	CF NFkB inh	NR2F2 inh	SRC1 inh	NCOA3 inh	TROY signal inh
CCOC(=O)C1CCN(S(=O)(=O)NC[C@H]2O[C@@H](n3cnc4c(N)ncnc43)[C@H](O)[C@@H]2O)C1 (stereo partly drawn)	2	6	-5	3	12	-11	5	-6	2	0	3
COC(=O)c1ccc(N2CCN(CC(=O)c3ccc(C)cc3)CC2)c([N+](=O)[O-])c1	28	-4	0	-13	-5	13	6	-20	-11	11	-23
COc1ccccc1NC(=O)c1cc(S(=O)(=O)N2CCC3(CC2)OCCO3)ccc1F	-17	2	-3	-4	-6	4	4	.	-2	10	5
O=C(COC(=O)CCCC1=NS(=O)(=O)c2ccccc2N1)Nc1ccc(Br)cc1	14	2	-4	19	7	-12	31	1	-9	19	-11
CN(CC(=O)N1CCN(c2ccccn2)CC1)S(=O)(=O)c1ccc(Cl)cc1	-36	-11	-5	-4	-9	0	6	-5	6	-33	-2
Cc1cccc(C)c1NC(=O)CNC(=O)c1c(C)nn(-c2ccccc2)c1C	19	-3	16	5	-5	17	-38	9	-20	-13	1
CCCC(=O)NC(=S)N1CCN(c2ccc([N+](=O)[O-])cc2)CC1	18	9	-2	-2	4	-4	-13	4	-12	25	12
CC1CCCCC12NC(=O)N(CC(=O)OCc1ccc(Br)cc1)C2=O (stereo not drawn)	11	7	1	11	-24	0	-10	-21	-9	12	-11
CN1CCc2c(sc(NC(=O)C3CCCCC3)c2C(N)=O)C1	-21	-24	-6	-8	1	21	20	-5	-16	-32	-16
Cc1ccc2cc3c(=O)n(C)cc(C=O)c3nc2c1	13	-21	-10	7	-14	-19	-16	8	-2	-7	-11
Cc1cc(C)n2nc(SCCOc3ccccc3F)nc2n1	-45	-26	-8	-6	-14	-12	10	-12	-14	-29	-58
O=C(c1coc(=O)c(Br)c1)N1CCOCC1	-5	-8	-5	-3	-14	-7	2	-1	-26	7	18
Clc1ccc2c(c1)Nc1ccccc1CC2	1	-11	-11	2	-40	-1	-8	-16	-14	-4	-30

The list goes on:
SMILES	LRH-1 inv ag	Shn3 3UTR inh	EBV LMP1 NFkB	KKLEB tox	TWEAK-Fn14 inh	TRAIL sens C8	CF NFkB inh	NR2F2 inh	SRC1 inh	NCOA3 inh	TROY signal inh
CN1/C(=c2/s/c(=C3/C(=O)N(c4ccccc4)NC3=Nc3ccccc3)n(C)c2=O)C(C)(C)c2ccccc21	-6	13	-11	2	-11	7	-26	5	3	-6	2
COc1ccc(OC[C@@H](O)CNC(=O)c2cccc3c2C(=O)c2ccc(Cl)cc2S3(=O)=O)cc1	-4	3	-7	-10	-26	8	-7	-11	-3	-3	-21
CN(c1ccccc1)S(=O)(=O)c1cccc(C(=O)NCC(=O)Nc2ccc(F)c(F)c2F)c1	-21	6	-4	-12	8	0	10	-11	8	3	4
O=C(N/N=C/C=C/c1ccccc1)c1cc(C2CC2)[nH]n1	-7	-4	3	-9	10	-5	-24	1	10	9	-10
O=C1NCC(=O)N2C(c3ccccc3)c3[nH]c4ccccc4c3C[C@@H]12 (stereo partly drawn)	3	25	-8	-1	11	-5	2	10	-12	13	-13
Cc1ccc(S(=O)(=O)N2CCOCC2)cc1C(=O)Nc1ccc(S(=O)(=O)Nc2nccs2)cc1	18	16	-11	5	8	6	-2	9	1	-4	-26
COc1ccc(CN2CCN(Cc3ccon3)CC2CCO)c(C)c1C (stereo not drawn)	28	-25	-12	1	-8	4	2	-26	-13	3	-5
CCOC(=O)c1c(-c2ccccc2)csc1N1C(=O)Nc2ccccc2N1O	1	-18	-9	6	-12	6	12	18	-17	13	6
CCOC(=O)Nc1cc(C(=O)OCC)c(C)nc1C	10	-10	-4	8	76*	-7	0	-11	14	2	.
CCOc1ccccc1NC(=O)C1CCCN(S(C)(=O)=O)C1 (stereo not drawn)	10	-2	7	-2	7	-2	7	4	-1	-6	12
CCOC(=O)c1c(NC=O)sc2c1CCC2	10	11	4	-3	-1	22	12	-15	15	22	14
O=C(CC(Nc1ccccc1)c1ccc(F)cc1)c1ccccc1 (stereo not drawn)	4	-6	-5	0	-6	-2	9	-21	-2	-20	-27
CC(=O)NC(c1cccc(F)c1)c1nc(-c2cccc(F)c2)cs1 (stereo not drawn)	9	3	.	-4	-6	-16	-18	-11	14	2	-10
O=C(CCCC(=O)NN=Cc1ccc(Cl)cc1Cl)NN=Cc1ccc(Cl)cc1Cl	8	3	12	-13	-52	-5	14	4	4	-10	9
O=C(Nc1ccc(OC(F)(F)F)cc1)c1ccc2c(c1)no[n+]2[O-]	-93	18	-48	2	60*	87*	-11	-25	-54	-45	-21
CCC12CN3CCN(CC(C3)/C1=N\NC(=O)c1ccc(Cl)cc1)C2	-15	-3	2	15	5	-1	-3	4	-21	-12	2
O=C(O)c1ccc(NC(=O)c2cccc(C(=O)Nc3ccc(C(=O)O)cc3)n2)cc1	-3	3	1	15	-2	6	-10	14	-19	-1	12
CCOc1ccc(C2C3=C(Nc4nc(N)[nH]c(=O)c42)c2ccccc2C3=O)cc1 (stereo not drawn)	-10	2	1	14	-11	-10	-22	-11	0	-3	-6
Cc1ccc(-n2nc(C(=O)NCc3ccco3)c3c4ccccc4n(C)c3c2=O)cc1	6	2	3	-12	12	0	28	0	-2	6	-5
COC(=O)c1cc2c(C)[nH]c(C)c2cc(C(=O)OC)c1=O	13	-20	4	19	-10	-1	-13	10	-9	2	-4
CC(C(=O)OCC(=O)c1ccccc1)N1C(=O)c2ccccc2C1=O (stereo not drawn)	-4	-7	3	4	-6	1	0	-8	4	-16	-3
O=C(c1ccco1)N1CCN(S(=O)(=O)c2ccc(Cl)cc2)CC1	13	6	-15	14	-9	5	1	12	8	20	6
COC(=O)c1cc(OC)c(OC)cc1NC(=S)NC(=O)c1ccco1	-4	-2	6	-30	74*	19	21	0	-25	21	7
CN(CC(=O)Nc1cc(Cl)ccc1C#N)C1CCS(=O)(=O)C1 (stereo not drawn)	18	-17	-7	5	21	-4	-6	-2	4	4	2
Cc1ccc(NC(=O)COc2ccc(N(C)C(=O)C(C)(C)C)cc2)cc1S(=O)(=O)N1CCCCC1	25	79	15	-4	69*	18	15	74*	10	10	39
CCCCn1c(-c2ccccc2C)nc2cc3[nH]c(=O)c(C(C)C)nc3cc21	-9	-10	-2	3	13	6	6	11	3	7	20
CC(C)N1CCN(Cc2ccc(Oc3ncccn3)cc2)CC1CCO (stereo not drawn)	4	-20	0	1	-5	-2	-5	-6	6	18	2
